Screens from PubChem.
ERK EGF block: EGF-driven ERK pathway inhibition. HEK293-V1b, EGF-stimulated phospho-ERK AlphaScreen. Potency, µM (top dose mostly 11.5 µM), for inactives: at the top dose activity change, negative = inhibition, most hits filed as inhibitors. 130,000 compounds, 0.41% hits. AID 1454; active = well fitted inhibition curve with a large enough effect; inconclusive = small, poorly fitted or top-dose-only effect, or effect the other way;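 note: plate controls were stimulated vehicle wells for no effect and unstimulated vehicle basal for full effect; nearly all actives have a fitted effect of over 55% in size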
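Stably V1b-transfected HEK293 cells; 30 min compound, then EGF 25 nM final for 5 min at 37C; 10 min lysis; phospho-ERK by AlphaScreen after 5 hr beads at room temperature.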
* = called active by the depositor; ? = inconclusive; [ ] = another dose, or the depositor's remark. Potency is the fitted concentration of half-maximal effect. A portion of the library; the hit share may differ from the screen's.

Compound,ERK EGF block
Fc1ccccc1-c1nc(-c2ccccc2)no1,0.1%
CC(C)(C)c1cc(C(=O)/C=C/c2ccc(C(=O)O)cc2)cc(C(C)(C)C)c1,?
CCN(CC)S(=O)(=O)c1ccc(N2CCN(CCO)CC2)nc1,4.6%
C/C(=C\CO)CCC(C)CCCC(C)CCCC(C)C (configuration not stated),19.9%
O=C(N/N=C/c1ccccn1)c1cc(-c2ccccc2Cl)n[nH]1,1.6%
Cc1nn(CCCC(=O)NCc2ccc(Cl)cc2)c(C)c1[N+](=O)[O-],5.3%
CC(C)(C)C1(C)OC(=O)C(=Cc2ccc(OCC(=O)Nc3ccccc3)cc2)C(=O)O1 (configuration not stated),-3.3%
O=C(O)c1cc(-c2ccco2)nc2cc3ccccc3cc12,-5.7%[57.5 µM]
Cc1ccc(CSCCNS(=O)(=O)c2ccccc2)cc1,-4.0%
Cc1cc2nc(CS)[nH]c2cc1C,-4.1%[57.5 µM]

Further entries follow:
Compound,ERK EGF block
COCCn1cnnc1SCC(=O)Nc1ccc(Br)cc1F,4.8%
O=C(OCc1nnc(-c2ccccc2)o1)C1CC(=O)N(Cc2ccco2)C1 (configuration not stated),-3.9%
CSc1ccc(CNCC(O)c2ccccc2)cc1 (configuration not stated),-8.9%
NCCC[C@@H](CC(=O)N[C@@H]1CCCC[C@H]1C(=O)N[C@H](CC(=O)N[C@@H](CCC(=O)O)CC(=O)O)Cc1ccccc1)NC(=O)C[C@H](Cc1ccccc1)NC(=O)[C@@H]1CCCC[C@H]1N,-6.0%
O=C1OCCC1Sc1nnc(-c2ccccc2Br)n1Cc1ccccc1 (configuration not stated),4.2%
CC(=O)/C(N=Nc1cc(C)ccc1O)=C(\C)O,6.6%
CCCCc1ccc(NC(=O)C(=O)NCCN2CCN(Cc3ccc([N+](=O)[O-])cc3)CC2)cc1,-6.7%
Cc1cccc(C)c1C(=NCCCN(C)C)c1ccccc1,-5.3%
CN1C(C(=O)NCc2ccccc2)CC2Cn3c(nc4cc(Cl)c(Cl)cc43)C21 (configuration not stated),-2.2%[57.5 µM]
Cc1ccc2nc(-c3ccncc3)c(Nc3ccccc3)n2c1,0.5%

A few values from above.
ERK EGF block result of `COCCn1cnnc1SCC(=O)Nc1ccc(Br)cc1F` reads 4.8%
ERK EGF block result of `CSc1ccc(CNCC(O)c2ccccc2)cc1` (configuration not stated) reads -8.9%
ERK EGF block result of `CC(=O)/C(N=Nc1cc(C)ccc1O)=C(\C)O` reads 6.6%
ERK EGF block result of `Cc1ccc2nc(-c3ccncc3)c(Nc3ccccc3)n2c1` reads 0.5%
ERK EGF block result of `NCCC[C@@H](CC(=O)N[C@@H]1CCCC[C@H]1C(=O)N[C@H](CC(=O)N[C@@H](CCC(=O)O)CC(=O)O)Cc1ccccc1)NC(=O)C[C@H](Cc1ccccc1)NC(=O)[C@@H]1CCCC[C@H]1N` reads -6.0%

Next section:
Compound,ERK EGF block
CCSc1nc2ccc(OC)cc2cc1C#N,1.6%
CCC(=O)Nc1c(C#N)c2nc3ccccc3nc2n1-c1ccccc1C,-2.6%
CCN(C(=O)COc1ncnc2sccc12)c1ccccc1,4.8%
CCCc1nnc(SCC(=O)N2CCOCC2)n1C,4.0%
COc1cc2cc(Oc3ccc4ccc(=O)oc4c3)c(=O)oc2cc1OC1OC(COC(=O)CC(C)(O)CC(=O)O)C(O)C(O)C1O (configuration not stated),-4.4%
CCOc1cccc(C(=O)Nc2cccc(C(=O)NCC(C)C)c2)c1,-16.7%
Cc1ccc(OCC(=O)N2CCN(C(=O)c3cccc(F)c3)CC2)cc1,-8.9%
O=C(NC(=O)c1cccc(F)c1)OC[C@@H]1CCCN2CCCC[C@H]12,-1.4%
CCN(CC)CCn1c2ccccc2c2nc3ccc([N+](=O)[O-])cc3cc21,7.3%[57.5 µM]
CCOc1ccc(OCC)c(NC(=O)CSc2nc3cccnc3n2C)c1,0.7%

The listing continues.
Compound,ERK EGF block
Cc1ccc(N=Nc2c(O)c3ccccc3[nH]c2=O)c(S(=O)(=O)N(C)C)c1,1.1%[57.5 µM]
Cc1noc(C)c1CN(C(=S)NC1CC1)c1ccccc1,6.6%
CCOc1ccc(/C(O)=C2/C(=O)C(=O)N(c3ncccn3)C2c2ccc(Cl)cc2)cc1 (configuration not stated),6.6%[57.5 µM]
COc1ccc([N+](=O)[O-])cc1NC(=O)CSCc1ccc(Br)cc1,-17.0%
Cc1nc(N)ncc1Sc1ccc(Cl)cc1,-2.1%
Cc1ccc(-c2cn3c(n2)SCC3)cc1,0.3%
Cc1ccc2cc3c(nc2c1)OCC3,-6.3%[57.5 µM]
O=c1c2ccccc2cnn1Cc1n[nH]c(=S)n1-c1ccc(F)cc1,-7.6%
CCC1S/C(=N/N=C/c2ccco2)NC1=O (configuration not stated),5.3%
O=C(Nc1ccc([N+](=O)[O-])cc1Cl)c1cc(Cl)ccc1O,-10.4%

(more compounds)
Compound,ERK EGF block
COc1cc(C(C(=O)NC2CCCCC2)N(CCN2CCOCC2)C(=O)C2COc3ccccc3O2)cc(OC)c1OC (configuration not stated),9.5%
COc1cccc(CN2CCNC(=O)C2CC(=O)NCCOc2cccnc2)c1OC (configuration not stated),-5.2%
O=C(O)CNS(=O)(=O)c1cccc(Cl)c1,7.4%[57.5 µM]
CC1=NN(c2cccc([N+](=O)[O-])c2)C(=O)C1,-13.6%
COc1cccc(-n2c(CN3CCN(c4ccc(C)cc4)C(C)C3)nc3ccc([N+](=O)[O-])cc3c2=O)c1 (configuration not stated),3.3%
COCCNc1nc(-c2cc(C)n(CCc3ccc(OC)cc3)c2C)cs1,3.9%
O=C(O)Cc1ccc(NS(=O)(=O)c2ccccc2Cl)cc1,7.4%
CCn1c(SCC(=O)Nc2ccc3c(c2)OCO3)nc2ccccc21,-11.2%
CCOC(=O)c1nnn(-c2nc(N(C)C)nc(N(C)C)n2)c1C,-11.3%
N#Cc1ccccc1NC(=O)C1CC(=O)N(c2ccc3c4c(cccc24)CC3)C1 (configuration not stated),8.3%

More compounds:
Compound,ERK EGF block
CC(C)(C)NC(=O)N1CCn2cccc2C1c1ccccc1F (configuration not stated),0.8%
S=c1[nH]nc(-c2cccc(Cl)c2)n1/N=C/c1ccco1,21.7%[57.5 µM]
CCOc1ccc(C(=O)Nc2cccc(C(C)=O)c2)cc1[N+](=O)[O-],-4.1%
Cc1ccccc1OCC(=O)NNC(=O)CCN1C(=O)c2ccccc2C1=O,-7.9%
Cc1ccc(/C=N/NC(=O)CN2CCN(S(=O)(=O)c3ccc(Br)cc3)CC2)s1,4.8%
O=C(NCCCn1ccnc1)c1nn2c(C(F)(F)F)cc(-c3ccc(Br)cc3)nc2c1Cl,-6.4%
CCOc1ccc(/C=C(\C(=O)O)c2ccc(S(=O)(=O)N3CCOCC3)s2)cc1OC,22.8%
CCOc1ccc(/C=C(/NC(=O)c2ccccc2Cl)C(=O)O)cc1,?
CC(C)CC(=O)NC(NC(=S)Nc1ccccc1)C(Cl)(Cl)Cl (configuration not stated),1.8%
COc1ccccc1/C=C/C(=O)Nc1cccc(C(C)=O)c1,-5.9%

A run of entries of the results above, as a working copy:
Compound,ERK EGF block
CC(C)(C)NC(=O)N1CCn2cccc2C1c1ccccc1F (configuration not stated),0.8%
S=c1[nH]nc(-c2cccc(Cl)c2)n1/N=C/c1ccco1,21.7%[57.5 µM]
CCOc1ccc(C(=O)Nc2cccc(C(C)=O)c2)cc1[N+](=O)[O-],-4.1%

Following part
Compound,ERK EGF block
O=c1[nH]ncc(N2CCCCCC2)c1Cl,-4.1%
COc1ccc(CCN2C(=O)C3C4C=CC(C5CC45)C3C2=O)cc1OC (configuration not stated),-3.1%
COc1ccc(-n2c(O)c(/C=N/NS(=O)(=O)c3cc(C)ccc3C)c3ccccc3c2=O)cc1OC,1.5%
CC(C)c1ccc(Nc2nnc(SC3CCOC3=O)s2)cc1 (configuration not stated),12.1%
Cc1nc(C(F)(F)F)c(C(=O)N/N=C(\N)c2ccccn2)s1,3.7%
COCCn1nnnc1SCC(=O)Nc1ccc2c(c1)OCO2,1.7%
N[C@@H](Cn1cc(F)c(=O)[nH]c1=O)C(=O)O,-1.0%
O=C(Nc1ccccc1)c1ccc(NCCc2ccccc2)c([N+](=O)[O-])c1,-4.9%
NC(C(=O)O)C(c1ccccc1)C(F)F (configuration not stated),6.1%[57.5 µM]
COc1ccc(C(O)(c2ccccc2OC)C(CN2CCOCC2)c2ccccc2)cc1 (configuration not stated),-2.5%

Next structures follow.
Compound,ERK EGF block
Cc1cc2c(cc1C)CN(c1ccccc1)C2,6.4%[57.5 µM]
CCN1CCN(CCOc2cccc(Oc3ccccc3)c2)CC1,0.1%
Cc1cc(=O)[nH]c2c(N=Nc3ccc(O)cc3)c(N)nn12,0.3%
COc1ccccc1NC(=O)Nc1ccccc1N1CCOCC1,1.6%[57.5 µM]
O=C(CNC(=S)N(Cc1ccc(F)cc1)C1CCCCC1)NCCN1CCOCC1,7.3%
COc1ccc(NC(=O)COc2nsnc2N2CCOCC2)cc1,0.4%
COc1cc([N+](=O)[O-])cc(/C=N/NC(=O)c2cccnc2)c1O,0.5%[57.5 µM]
OCCNCc1cc(Br)ccc1OCc1ccc(Cl)cc1Cl,?
COc1ccc(C(=O)NCCSC2CCCCC2)cc1,-2.3%
NC(=O)NNc1cccc(Cl)n1,-0.7%

Additional structures follow.
Compound,ERK EGF block
CCCCCCn1c(COc2ccccc2F)nnc1SCC(=O)c1c(N)n(C)c(=O)n(C)c1=O,0.0%
O=C(COC(=O)CCc1nc2ccccc2c(=O)[nH]1)Nc1ccc(Cl)cn1,10.6%[57.5 µM]
CCOC(=O)c1cc2c(ccn2C)n1CC(=O)N(C)C,-10.5%
Cc1cccc(NC(=O)Cn2cnc3c(oc4nc5c(cc43)COC(C)(C)C5)c2=O)c1,4.2%
CC(C)Cn1c(O)c(/C=C2\C=NN=C2c2ccccc2)sc1=S,-7.3%
Cc1ccc(NC2CC(C)NC(=S)N2)cc1 (configuration not stated),4.4%[57.5 µM]
Cc1ccc2oc(-c3cccc(NC(=O)c4cc(-n5cnnc5)ccc4Cl)c3)nc2c1,?
CC(=O)N/C(=C\c1cccc([N+](=O)[O-])c1)C(=O)NC(C)C,9.6%
COc1c(O)cc2oc(-c3ccc(O)cc3)cc(=O)c2c1O,-13.4%[57.5 µM]
O=C(CSc1nn(-c2ccc(Cl)cc2)c(=S)s1)NCC1CCCO1 (configuration not stated),3.6%

More structures follow.
Compound,ERK EGF block
COc1ccc(-n2c(C)cc(C(=O)COC(=O)Cc3n[nH]c(=O)c4ccccc34)c2C)cc1,6.6%
Cc1nc(C(=O)NC2CC2)sc1C1(C)CC(c2ccccc2)=NO1 (configuration not stated),-18.4%[57.5 µM]
COc1ccc(NC(=O)Nc2ccc(C(=O)N3CCOCC3)cc2)c(OC)c1,-2.0%[57.5 µM]
C/C(Cc1ccccc1)=N/NC(=O)CCCC(=O)N/N=C(/C)Cc1ccccc1,-1.6%
CC[C@H](C)C(=O)O[C@H]1CCC=C2C=C[C@H](C)[C@H](CC[C@@H]3C[C@H](O)CC(=O)O3)C21 (some centres not stated),22.7%
Cc1ccc(C)c(NC(=O)CCC(=O)N/N=C/c2ccc3c(c2)OCO3)c1,30.9%
CCn1ncc(NC(=S)NCCc2ccccc2)c1C(N)=O,-2.0%
O=C(O)c1ccc(CSc2nnc(-c3ccncc3)n2-c2ccc(Br)cc2)cc1,0.6%
CC1CN(C(=O)c2ccccc2NS(=O)(=O)c2cccc([N+](=O)[O-])c2)CC(C)O1 (configuration not stated),0.1%
Clc1nc(CN2CCCCC2)nc2sc3c(c12)CCC3,0.3%

Following part.
Compound,ERK EGF block
OCCC1CN(Cc2ccc(C(F)(F)F)cc2)CCN1Cc1ccccc1 (configuration not stated),-4.2%
CCNC(=O)c1cc2ccccc2o1,4.0%
CCCN1CCC(=O)N(CCSc2ccc(NC(C)=O)cc2)CC1,24.9%[57.5 µM]
COc1cccc(/C=N/NC(=O)C[n+]2ccccc2)c1O,-2.7%
O=C(Cn1nnc(-c2ccccc2)n1)N/N=C/c1cccc([N+](=O)[O-])c1,-4.8%
COC(=O)C1C(=O)C2=C(CC1C)NC(=O)CC2c1ccc(F)cc1 (configuration not stated),0.5%
CC(C(=O)N1c2ccccc2CCc2ccccc21)n1nnc(-c2ccc(N(C)C)cc2)n1 (configuration not stated),-0.6%
Cc1ccc(-n2c(SCC(=O)NCc3ccco3)nc3c([nH]c4ccccc43)c2=O)cc1,-3.0%[57.5 µM]
O=C(CCCCCN1C(=O)c2cccc3cccc(c23)C1=O)NCCO,8.4%
O=C(CSc1nc2ccc([N+](=O)[O-])cc2s1)NC1CCS(=O)(=O)C1 (configuration not stated),-2.5%

Carrying on.
Compound,ERK EGF block
COC(=O)c1sc2ccccc2c1NC(=O)c1coc2ccccc2c1=O,-3.3%
CC(=O)Nc1ccc(S(=O)(=O)NC2=NCN(C)CN2)cc1,-7.8%
COc1cc(/C=N/NC(N)=O)ccc1OCC(=O)Nc1cc(C)c(C)cc1Br,0.3%
COc1ccc(Cl)c2c1[nH]c1nc(SCc3ccccn3)nnc12,5.2%
Cc1nn(Cc2nnc(SCC(=O)Nc3ccc(Cl)cc3)n2C)c(C)c1[N+](=O)[O-],2.5%[57.5 µM]
COc1ccc(/C=C(\NC(=O)c2ccc([N+](=O)[O-])cc2)C(=O)N2CCOCC2)cc1,-6.0%
O=C(Nc1nnc(C2CC2)s1)C1Cc2ccccc2CN1C(=O)c1ccco1 (configuration not stated),0.5%
COc1ccc(S(=O)(=O)Nc2nncs2)cc1,13.4%
O=C(O)C1CCC(=O)N1C(=O)OCc1ccccc1 (configuration not stated),40.5%[57.5 µM]
COc1cccc(OC(=O)N2CCOCC2)c1,1.6%
CCc1ccccc1NC(=S)N(CCc1ccncc1)C(C)C,-7.4%[57.5 µM]
Cc1ccc(NC(=O)CCOc2ccccc2C)cc1F,-1.4%
O=C(CN1CCN(S(=O)(=O)c2ccc(Br)cc2)CC1)N/N=C/c1cccs1,1.9%
